Source: PubChem (Broad Institute)
Cneo AK release: Cryptococcus neoformans lysis via adenylate kinase release | C. neoformans lysis, adenylate kinase release luminescence, 4 h; normalised: neutral wells 0, clomiphene wells 100 | lysis activity, % at 15 µM | hit rate 0.2% among 360,000;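 active means mean lysis activity across replicates of at least 80%, whatever share of replicates individually reach that level; inactive means mean lysis activity below 80%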
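read-out = cell lysis signal | test system = log-phase Cryptococcus neoformans yeast cells | input = cells at 5 × 10^6 per mL | medium = fresh YPD growth medium | signal = luminescent adenylate kinase detection reagent | timing = 4 h at 37 °C static, read 1 h later | dosing = single dose | controls = Clomiphene as positive lysis control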
PAX8 reporter: PAX8 transcriptional activity inhibition; inhibition, % at 12.6 µM; RMG-I TPO-luciferase reporter, SteadyGlo, 24 h; hit rate 1.2% among 360,000; AID 652154;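 active means mean replicate inhibition at least 60% with every replicate also reaching 60%; inconclusive means only one of the two criteria is met; inactive means mean below 60% and not all replicates reaching 60%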;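 further: luciferase light reporting Pax8 driven TPO promoter activity; plate controls were median of neutral control wells for no effect and mitoxantrone controls for full effect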
PGC1a acetyl inh: modulators of PGC1a acetylation; U2OS PGC1a acetylation, AlphaScreen anti-acetyl-lysine; with virally co-expressed GCN5 acetyltransferase; inhibition, % at 15.6 µM; hit rate 0.17% among 350,000; AID 651687;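 active means every replicate shows inhibition of at least 40%; inconclusive means mean inhibition at least 40% but some replicate below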;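 further: 0% = neutral control wells and 100% = positive control wells; some results beyond the cut were filed as inactive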
LGR2 antag: inhibitors of bursicon-induced Drosophila LGR2 receptor cAMP signaling | hit rate 0.35% among 380,000 | HEK293 LGR2, CRE-luciferase, bursicon-stimulated, 4 h | AID 720647 | inhibition, % at 9.99 µM;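 active means drop in luminescence signal, shown as inhibition above about 50% in the replicate tests, limit read from the data, passing the limit was not always enough; inconclusive means probably only some replicates passing the limit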;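 further: agonist challenge used bursicon conditioned medium at about half maximal strength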
CASP6 VEID inh: caspase-6 (human) enzyme inhibition; hit rate 0.53% among 350,000; inhibition, % at 12.5 µM; AID 686996; P55212; purified caspase-6, Z-VEID-R110 cleavage fluorescence;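 active means mean inhibition across replicates at least about 35%, with every replicate also reaching that limit, limit read from the data; inconclusive means only one of the two criteria met; inactive means neither criterion met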;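 further: 0% = median of neutral control wells and 100% = no fluorescence left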
Target sequence (P55212 24-179 limits assumed): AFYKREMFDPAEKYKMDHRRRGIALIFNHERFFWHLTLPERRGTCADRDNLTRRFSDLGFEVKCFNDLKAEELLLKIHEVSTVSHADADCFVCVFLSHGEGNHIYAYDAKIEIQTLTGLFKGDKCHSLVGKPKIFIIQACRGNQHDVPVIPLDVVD
Target sequence (P55212 194-293 limits assumed): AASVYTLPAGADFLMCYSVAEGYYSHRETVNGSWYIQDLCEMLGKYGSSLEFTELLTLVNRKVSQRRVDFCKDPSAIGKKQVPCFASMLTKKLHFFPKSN
miR-122 sensor: inhibitors of miR-122 in Huh7 cells; Huh7 miR-122 Renilla luciferase sensor, 48 h; neutral wells = 0, positive control = 100; activation (reporter increase), % at 12.5 µM; hit rate 0.3% among 340,000; AID 602342;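 active means mean replicate activation score at least 90 and every replicate individually at or above 90; inconclusive means only one of the two criteria met; inactive means neither criterion met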;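 further: higher luciferase means less miR-122 activity so hits act as miR-122 inhibitors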
FN deposition inh: fibronectin deposition inhibition. AH1F fibroblasts, Alexa488-fibronectin deposition fluorescence, overnight. inhibition, % at 12.6 µM. hit rate 0.086% among 350,000. AID 743247;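 active means mean inhibition across replicates of 30% or more, regardless of how many single replicates reach that level; inconclusive means mean under 30% yet at least half of replicates reach 30%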;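 further: positive control wells lacked labelled fibronectin entirely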
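Schedule: 1 h cell adhesion before compound, then overnight fibronectin incubation; test system: AH1F fibroblast monolayer depositing Alexa488-labelled fibronectin into matrix; quantity: 10000 AH1F cells per well; probe or stimulus: fluorescent fibronectin at 24 nM final; signal: fluorescence, ex 485 nm, em 525 nm; evaluation: percent inhibition as loss of matrix-bound fibronectin fluorescence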
EWS-Fli block: EWS/Fli transcriptional activity inhibition; A673 NR0B1-luciferase reporter, viability-normalised; inhibition, % at 12.6 µM; hit rate 0.67% among 350,000;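 active means mean inhibition of at least 50% after viability correction, with every replicate also passing that limit; inconclusive means mean reaches 50% but only one of two replicates passes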;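 further: firefly luciferase signal divided by Alamar Blue viability fluorescence both relative to DMSO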
An asterisk follows results filed as active; ? = inconclusive; nt = no result given; & = joins results of further samples; [ ] = another dose, or the depositor's remark.

1: CO[C@@H]1CN(C)C(=O)c2ccc(NC(=O)NC(C)C)cc2OC[C@H](C)NC[C@@H]1C
2: O=C(NN(C(=O)c1ccccc1)c1cccs1)c1ccccc1
3: CC1=C(C(=O)NCc2ccc(Cl)cc2)C2(CCC(C)CC2)OC1=O (configuration not stated)
4: O=C1COc2ccccc2CN1
5: COc1ccc(C(C(=O)OCCN(C)C)c2ccccc2)cc1 (configuration not stated)
6: O=C(CSc1ccc2ccccc2n1)NC1CC1
7: Cc1noc(C)c1C(=O)N1CCCC(C(=O)c2ccc(Cl)cc2)C1 (configuration not stated)
8: CC(=NCCN1CCN(C(=S)Nc2ccccc2)CC1)C1=C(O)CC(C)(C)CC1=O

Assay by compound	1	2	3	4	5	6	7	8
Cneo AK release	81.9*	2.4	9.6	-0.5	-2.4	-0.1	nt	3.9
PAX8 reporter	-8.8	nt	-2.6	nt	nt	-34.6	11.9	4.6
PGC1a acetyl inh	nt	-8.5	-8.1	46.4	2.8	-9.7	-6.3	nt
LGR2 antag	8.2	-26.1	9.7	-4.0	23.5	-4.8	16.0	nt
CASP6 VEID inh	-3.3	2.4	0.6	nt	nt	0.5	-5.4	nt
miR-122 sensor	54.1[16.7 µM]	0.8	3.5	-2.0	3.7	-5.0	-1.1	-13.2
FN deposition inh	1.9	-1.9	5.5	nt	nt	-7.6	-0.3	-2.5
EWS-Fli block	1.6	-9.4	-3.6	nt	nt	-7.0	0.8	nt

9: O=c1[nH]c(CSc2nnc(-c3ccncc3)n2Cc2ccco2)nc2ccccc12
10: C[C@H]1CCCCO[C@H](CN(C)C(=O)CCC(F)(F)F)[C@@H](C)CN([C@@H](C)CO)C(=O)c2cc(NC(=O)Nc3ccc4c(c3)OCO4)ccc2O1
11: CC(C)NC(=O)N(C)C[C@H]1OCCCC[C@H](C)Oc2ccc(NC(=O)NC3CCCCC3)cc2C(=O)N([C@@H](C)CO)C[C@H]1C
12: C=CC[C@]1(C(=O)N(C)C)N=C(c2ccc(OCCCO)cc2)O[C@H]1c1ccccc1
13: O=c1[nH][nH]c(C(F)(F)F)c1C=Nc1cccc(Cl)c1
14: O=C(CC1CCCCC1)NCc1ccco1
15: COc1ccccc1-c1c(C)nn2c(N3CCOCC3)cc(C)nc12
16: COc1ccc(N2CC(C(=O)N3CCC4(CC3)CC(=O)c3ccccc3O4)CC2=O)cc1 (configuration not stated)

Assay by compound	9	10	11	12	13	14	15	16
Cneo AK release	-0.6	0.8	4.5	-0.8	-1.9	nt	2.0	2.5
PAX8 reporter	nt	4.8	4.4	nt	-3.1	-15.4	8.2	-9.1
PGC1a acetyl inh	5.5	2.9	7.0	-7.5	1.6	nt	8.6	nt
LGR2 antag	0.0	17.2	-4.6	nt	nt	14.8	2.7	16.9
CASP6 VEID inh	4.0	-1.2	0.8	2.4	nt	-1.9	0.6	-3.3
miR-122 sensor	3.5	5.8[16.7 µM]	1.9[16.7 µM]	nt	-5.6	nt	0.4	-9.6
FN deposition inh	5.9	nt	-1.5	nt	1.2	-12.3	-0.6	-6.1
EWS-Fli block	nt	4.7	5.4	-8.0	nt	-11.0	14.6	3.6

17: C[C@@H]1CCCCO[C@@H](CN(C)CC2CCCCC2)[C@@H](C)CN([C@H](C)CO)C(=O)c2cc(NS(=O)(=O)c3ccc(F)cc3)ccc2O1
18: CCOc1cc(CNCc2ccc(C(=O)O)cc2)ccc1OC
19: CC(C)(C)c1ccc(CC(=O)N2CCC2(C)C(=O)NS(=O)(=O)c2ccccc2Cl)cc1 (configuration not stated)
20: Cc1noc(C)c1S(=O)(=O)Nc1ccc2c(c1)C(=O)N([C@H](C)CO)C[C@H](C)[C@@H](CN(C)Cc1ccc(C(=O)O)cc1)O2
21: CC(=O)Nc1ccc(NC(=O)COC(=O)c2cnccn2)cc1
22: NCC[C@H]1CC[C@@H](NS(=O)(=O)Cc2ccccc2)[C@H](CO)O1
23: COc1ccc(NC(=O)CNC(=O)c2sc3ccccc3c2Cl)c(OC)c1
24: CC(=O)N1CCN(CC(=O)Nc2ccccc2Sc2ccc(Cl)cc2)CC1

Assay by compound	17	18	19	20	21	22	23	24
Cneo AK release	0.2	nt	2.4	2.3&-1.1	nt	1.2	nt	nt
PAX8 reporter	19.5	-9.4	-21.7	5.9	-11.7	-9.5	0.3	-0.7
PGC1a acetyl inh	9.0	7.1	-17.5	7.3&9.9	11.6	3.9	-2.6	nt
LGR2 antag	-10.6	-6.8	4.1	-3.0&-18.2	7.8	5.6	-0.6	5.3
CASP6 VEID inh	0.5	1.6	5.5	0.6&3.3	-1.3	-8.9	-6.5	-2.3
miR-122 sensor	-11.3[16.7 µM]	nt	4.4	-1.9[16.7 µM]	nt	-3.0[16.7 µM]	nt	nt
FN deposition inh	nt	3.9	nt	14.4	-5.6	2.9	-2.7	1.5
EWS-Fli block	-0.3	2.0	-7.3	6.9&0.3	14.3	-3.0	-10.0	8.2

Part of the list above in order of length of the SMILES, high to low:
20: Cc1noc(C)c1S(=O)(=O)Nc1ccc2c(c1)C(=O)N([C@H](C)CO)C[C@H](C)[C@@H](CN(C)Cc1ccc(C(=O)O)cc1)O2
19: CC(C)(C)c1ccc(CC(=O)N2CCC2(C)C(=O)NS(=O)(=O)c2ccccc2Cl)cc1 (configuration not stated)
22: NCC[C@H]1CC[C@@H](NS(=O)(=O)Cc2ccccc2)[C@H](CO)O1

Assay by compound	20	19	22
Cneo AK release	2.3&-1.1	2.4	1.2
PAX8 reporter	5.9	-21.7	-9.5
PGC1a acetyl inh	7.3&9.9	-17.5	3.9
LGR2 antag	-3.0&-18.2	4.1	5.6
CASP6 VEID inh	0.6&3.3	5.5	-8.9
miR-122 sensor	-1.9[16.7 µM]	4.4	-3.0[16.7 µM]
FN deposition inh	14.4	nt	2.9
EWS-Fli block	6.9&0.3	-7.3	-3.0

The results go on.
25: CCOc1ccc(-c2onc(C(F)(F)F)c2-c2cscn2)c(O)c1
26: CCN1[C@@H]2Cn3c(cccc3=O)[C@H]1[C@@H](C(=O)NC1Cc3ccccc3C1)[C@@H]2CO
27: O=C(CSc1nc(=O)n(CCN2CCOCC2)c2c1CCCC2)Nc1ccc(F)cc1F
28: O=C(Nc1ccc(S(=O)(=O)N2CCCCC2)cc1)c1ccco1
29: NC(=O)c1ncc(C(F)(F)F)cc1Oc1cccnc1
30: CC(C)NC(=O)C1(C)CCCN1C(=O)c1ccccc1Br (configuration not stated)
31: C[C@@H]1CN([C@@H](C)CO)C(=O)c2cc(NC(=O)Nc3ccc4c(c3)OCO4)ccc2O[C@@H]1CN(C)Cc1ccc(Cl)c(Cl)c1
32: NC(=O)CC[C@H](NC(=O)c1ccc(F)cc1)C(=O)OCC(=O)NCc1ccc(F)cc1

Assay by compound	25	26	27	28	29	30	31	32
Cneo AK release	-0.2	-3.8	1.6	0.3	nt	0.0	3.4	nt
PAX8 reporter	nt	-9.2	-2.9	-8.7	-5.3	7.8	nt	-5.8
PGC1a acetyl inh	2.1	nt	nt	7.8	nt	0.9	-15.7	-0.2
LGR2 antag	10.0	10.3	-13.1	-1.4	-6.1	-5.5	4.7	23.8
CASP6 VEID inh	1.0	nt	-1.8	4.6	-5.1	2.1	0.4	-1.5
miR-122 sensor	6.4	-1.0[16.7 µM]	nt	0.9	nt	-4.3	-2.8[16.7 µM]	nt
FN deposition inh	nt	nt	-17.7	-2.4	-5.8	2.4	nt	0.4
EWS-Fli block	10.2	0.5	0.2	5.2	-9.9	-7.2	-6.4	6.1

33: COc1cc(C(=S)N2CCOCC2)cc(OC)c1OC(=O)c1ccc(F)cc1
34: CCOc1ccc(C(=O)NC(C(=O)NCC2CCCO2)C(C)C)cc1 (configuration not stated)
35: O=C(C[C@H]1C[C@@H]2c3cc(NC(=O)c4cccnc4)ccc3O[C@@H]2[C@H](CO)O1)NCc1cccc(F)c1
36: O=C(C[C@H]1C[C@H]2c3cc(NC(=O)Nc4ccc(C(F)(F)F)cc4)ccc3O[C@H]2[C@@H](CO)O1)NCc1cc(F)ccc1F
37: CNCc1ccccc1Sc1ccc(O)c(O)c1
38: Cc1ccc(S(=O)(=O)N(C)C[C@@H]2Oc3ccc(NS(=O)(=O)c4ccc(Cl)cc4)cc3CC(=O)N([C@H](C)CO)C[C@@H]2C)cc1
39: COc1ccc(CNc2ccc(N3CCOCC3)cc2)cc1
40: COc1cccc(CNC(=O)c2ccc(Cl)c(S(=O)(=O)N3CCOCC3)c2)c1

Assay by compound	33	34	35	36	37	38	39	40
Cneo AK release	2.9	nt	-6.6	12.2	nt	1.4	-5.4	0.3
PAX8 reporter	-4.3	7.1	5.1	-3.7	75.9*	27.2	-53.0	10.5
PGC1a acetyl inh	-17.7	-9.7	-2.1	1.2	nt	9.9	-7.1	0.1
LGR2 antag	4.4	0.4	-7.6	8.9	?	6.7	1.0	-9.2
CASP6 VEID inh	-0.3	4.0	1.5	3.4	7.0	2.5	-2.3	3.3
miR-122 sensor	0.9	nt	0.6[16.7 µM]	-0.8[16.7 µM]	nt	-0.3[16.7 µM]	0.5	3.7
FN deposition inh	-1.7	5.8	-17.9	nt	-1.0	nt	4.7	0.9
EWS-Fli block	19.6	4.1	-9.3	-2.2	-4.3	0.0	-33.8	7.6

41: CCOC(=O)c1ccc(COC(=O)c2nonc2N)cc1
42: Cn1nc(C(C)(C)C)cc1C(=O)NCc1ccc2c(c1)OCO2
43: CC(C)(O)C(=O)NNC(=S)Nc1cccc(C(F)(F)F)c1
44: COc1ccc(CNC(=O)[C@H](CCSC)NC(=O)N2CCn3c2nc2ccccc23)cc1
45: CCOC(=O)[C@H]1[C@H]2COc3ccc(C)cc3[C@@H]2N2C(=O)c3cc(Br)ccc3NC(=O)[C@@]12C
46: O=C(Nc1ccc(F)cc1)N1[C@@H]2CNC[C@H]1C2c1ccc(-c2ccccc2)cc1 (some centres not stated)
47: COCC(=O)N1[C@H](C#N)[C@@H](c2ccccc2-c2cccc(F)c2)[C@@H]1CO
48: CC1CN(C(=O)c2cccc(S(=O)(=O)Nc3cc(Cl)ccc3Cl)c2)CC(C)O1 (configuration not stated)
49: CCC(C)Oc1nc2c(c(=O)n(C)c(=O)n2C)n1C (configuration not stated)
50: O=C(NCc1cc([N+](=O)[O-])ccc1O)c1cc(-c2ccncc2)nc2ccccc12

Assay by compound	41	42	43	44	45	46	47	48	49	50
Cneo AK release	-1.4	-7.9	0.1	-2.1	0.7	nt	nt	nt	2.1	2.0
PAX8 reporter	-3.8	31.7	3.2	15.1	20.0	-18.0&-13.9	-8.6	-9.3	2.1	-4.1
PGC1a acetyl inh	-5.1	3.1	-8.1	-0.8	19.1	2.2&4.8	9.2	4.1	nt	nt
LGR2 antag	nt	15.5	1.5	15.7	-21.7	-6.7&-1.5	1.5	?	4.6	5.1
CASP6 VEID inh	nt	0.4	4.0	-1.5	-2.6	9.1&2.6	1.9	-0.2	9.4	4.5
miR-122 sensor	-9.4	-4.0	0.2	0.9	-6.0	nt	nt	nt	-8.7	6.4
FN deposition inh	-1.6	nt	2.0	-7.7	10.2	-3.3&-6.6	-8.5	1.5	-4.3	-2.6
EWS-Fli block	nt	nt	-1.2	4.8	-3.6	-2.1&3.1	-1.4	-3.5	0.7	nt
